TEAD-YAP inh: TEAD-YAP interaction inhibition, primary screen, TEAD-YAP interaction inhibitor project, luminescence, HEK-TIYL cells | TEAD-Gal4/YAP UAS-luciferase luminescence | inhibition, % at 9.12 µM | hit rate 1.4% among 640,000 | AID 1259422, 2018; in the data active means inhibition above about 32%;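 further: 0% = median of test compound wells and 100% = reference inhibitor wells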
GPR151 ag: activators of human GPR151, primary screen, cell-based, PathHunter beta-arrestin, luminescence | PathHunter beta-arrestin GPR151 cells | hit rate 1% among 650,000 | G-protein coupled receptor 151 (Homo sapiens), Q8TDV0 | activation, % at 11.2 µM; in the data active means activation above about 4.9%;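 further: 0% = median of compound wells and 100% = cells with positive control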
MITF primary: MITF inhibitors, primary screen, biochemical, AlphaScreen, human. AID 1259374, 2018. Microphthalmia-associated transcription factor (Homo sapiens), O75030. AlphaScreen MITF homodimerization, bead proximity signal. inhibition, % at 2.6 µM. hit rate 0.91% among 650,000; in the data active means inhibition above about 50%;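 further: 0% = vehicle wells with protein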
FBW7 activator: FBW7 E3 ligase activators, primary screen, biochemical, AlphaScreen, human; normalized activity (activation), % at 26.1 µM; AID 1259310, 2017; hit rate 0.13% among 650,000; AlphaScreen FBW7–phospho-cyclin E peptide binding, activator screen; in the data active means normalized activity above about 1.9%;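 further: purified mutant Fbw7 with reduced substrate affinity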
Target sequence (Q969H0 whole entry, looked up): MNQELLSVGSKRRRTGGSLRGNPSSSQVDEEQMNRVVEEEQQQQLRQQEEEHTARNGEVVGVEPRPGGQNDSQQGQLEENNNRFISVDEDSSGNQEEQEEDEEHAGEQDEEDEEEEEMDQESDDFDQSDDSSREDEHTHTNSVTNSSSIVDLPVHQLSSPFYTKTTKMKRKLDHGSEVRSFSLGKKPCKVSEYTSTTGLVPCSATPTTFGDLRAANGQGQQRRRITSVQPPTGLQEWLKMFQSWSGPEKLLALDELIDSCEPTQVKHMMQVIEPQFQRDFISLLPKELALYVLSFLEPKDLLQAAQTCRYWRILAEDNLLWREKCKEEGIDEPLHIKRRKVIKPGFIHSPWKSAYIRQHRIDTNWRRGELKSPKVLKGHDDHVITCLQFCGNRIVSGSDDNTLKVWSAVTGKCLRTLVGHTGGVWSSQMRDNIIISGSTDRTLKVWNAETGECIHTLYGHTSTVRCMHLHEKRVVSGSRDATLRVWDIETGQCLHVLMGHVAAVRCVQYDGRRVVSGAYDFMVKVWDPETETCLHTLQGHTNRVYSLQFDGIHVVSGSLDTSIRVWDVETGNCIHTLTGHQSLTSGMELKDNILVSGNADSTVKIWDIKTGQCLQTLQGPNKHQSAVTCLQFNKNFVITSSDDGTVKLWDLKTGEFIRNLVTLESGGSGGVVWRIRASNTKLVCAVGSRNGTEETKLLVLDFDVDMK
The depositor's hits bear a star; & = joins results of further samples.

Every second line gives: TEAD-YAP inh	GPR151 ag	MITF primary	FBW7 activator
1	COC(=O)[C@@H]1C[C@H](NC(=O)c2ccc3ccccc3c2O)CN1Cc1ccccc1Cl
  30	-1.3	7	-0.1
2	Cc1nc(SCC(=O)NCc2ccco2)c2c3c(sc2n1)CCC3
  -2	-0.1	9	0.0
3	COC(=O)Nc1nc2cc3c(cc2s1)OCCO3
  -57	0.0	-14	-0.1
4	COc1cc(OC)cc(C(=O)NCC2Cc3cc(Cl)cc(-c4ccncc4)c3O2)c1 (stereo not given)
  4	0.2&-1.2	-27	0.0
5	O=c1[nH]c2nc(-c3ccco3)cnc2n1Cc1cccnc1
  4	-0.1	5	0.4
6	COC(=O)C(C)N1CCOc2ccc(CN3CCc4ccccc4C3)cc2C1 (stereo not given)
  -8	0.3	2	0.0
7	CCOC(=O)N1CCN(C(=O)c2ccc3c(c2)NC(=O)c2ccccc2N3)CC1
  3	-0.4	-1	0.0
8	CCC(CC)C(=O)Nc1ccc(Cl)c([N+](=O)[O-])c1
  -12	-1.2	11	0.0
9	O=C1C2C(C(=O)N1/N=C/c1ccc3c(c1)OCO3)C1C=CC2C12CC2 (stereo not given)
  -24	0.1	-29	0.0
10	COc1cc2c(C(=O)O)c(C)oc2cc1S(=O)(=O)O
  1	0.2	-8	-0.2
11	CC(=NCc1ccccc1)c1sc2ccccc2c1O
  -14	-0.7	-6	0.2
12	CC(=O)Nc1cccc(NC(=O)CSc2nnc(-c3ccncc3)n2C)c1
  2	0.7	0	-0.2
13	CCN1C(=O)/C(=C\c2cccs2)SC1=Nc1cc(C)on1
  -5	0.5	2	0.0
14	CCOc1ccc(-n2cc(-c3ccccc3)c3c(NCC(OC)OC)ncnc32)cc1
  -3	-1.2	9	0.4
15	O=C(C1CCCCC1)N(c1nnc(-c2ccncc2)s1)C1CCCC1
  -18	3.0	-5	0.0
16	N=c1n(Cc2ccccc2)c2ccccc2n1CC(O)c1ccc(Cl)c(Cl)c1 (stereo not given)
  4	-1.0	2	-0.1
17	O=C1/C(=C\c2ccc(-c3ccc(Cl)c(Cl)c3)o2)SC(=Nc2ccccc2)N1C1CCCCC1
  -2	0.6	9	-0.1
18	COc1ccccc1/C=N/Nc1nc(-c2ccccc2)cs1
  1	0.2	-4	-0.2
19	CCCN1CCC(N(C)CCc2ccc(OC)c(OC)c2)CC1
  -1	0.1	-12	0.8
20	COc1cc(C(=O)Nc2ccc(S(=O)(=O)N3CCCCC3C)cc2)cc(OC)c1OC (stereo not given)
  -7	1.4	4	0.0

Filtered by structure, the entries above containing an aryl thioether with sulfur outside any ring
Every second line gives: TEAD-YAP inh	GPR151 ag	MITF primary	FBW7 activator
2	Cc1nc(SCC(=O)NCc2ccco2)c2c3c(sc2n1)CCC3
  -2	-0.1	9	0.0
12	CC(=O)Nc1cccc(NC(=O)CSc2nnc(-c3ccncc3)n2C)c1
  2	0.7	0	-0.2

Back to the main list with the five entries that preceded the break.
Every second line gives: TEAD-YAP inh	GPR151 ag	MITF primary	FBW7 activator
16	N=c1n(Cc2ccccc2)c2ccccc2n1CC(O)c1ccc(Cl)c(Cl)c1 (stereo not given)
  4	-1.0	2	-0.1
17	O=C1/C(=C\c2ccc(-c3ccc(Cl)c(Cl)c3)o2)SC(=Nc2ccccc2)N1C1CCCCC1
  -2	0.6	9	-0.1
18	COc1ccccc1/C=N/Nc1nc(-c2ccccc2)cs1
  1	0.2	-4	-0.2
19	CCCN1CCC(N(C)CCc2ccc(OC)c(OC)c2)CC1
  -1	0.1	-12	0.8
20	COc1cc(C(=O)Nc2ccc(S(=O)(=O)N3CCCCC3C)cc2)cc(OC)c1OC (stereo not given)
  -7	1.4	4	0.0
21	CN(C)c1ccc(C=Nc2ccc(S(N)(=O)=O)cc2)cc1[N+](=O)[O-]
  8	0.1	6	0.1
22	CNC(=O)CSc1ncccc1-c1nc2ccccc2[nH]1
  -17	-1.2	1	0.0
23	CCOC(=O)CSc1nc2c(sc(=S)n2-c2ccc(C)cc2C)c(=O)n1-c1ccccc1C
  1	2.9	-1	0.0
24	Clc1ccc(-c2cnc3n2CCC3)cc1
  2	-2.2	20	0.2
25	COC(=O)[C@H](CSc1cc(Cl)nc(Cl)c1)NC(=O)OC(C)(C)C
  -7	-0.3	3	0.0
26	CCCOC(=O)C1=C(C)NC2=C(C(=O)CC(c3ccc(OC)cc3)C2)C1c1cccc(F)c1 (stereo not given)
  15	-0.8	2	0.2
27	CC(=O)c1ccc(NC(=O)COC(=O)c2cc(-c3ccco3)nc3ccccc23)cc1
  16	-0.1	23	-0.1
28	O=C1CC(N2CCN(C(c3ccccc3)c3ccccc3)CC2)C(=O)N1Cc1cccs1 (stereo not given)
  -3	-0.8	10	-0.2
29	Cn1c(CN2CCOCC2)nc2cc(NS(=O)(=O)c3ccc(F)cc3)ccc21
  0	-1.1	22	0.1
30	Cc1ccc(C)c(NC(=S)NC23CN4CN(CN(C4)C2)C3)c1
  1	2.2	-3	0.0
31	CC(=O)OCc1c(C)ccc(C2C(C#N)=C(N)OC(N)=C2C#N)c1C
  10	1.4	13	0.2
32	COc1cccc(CNCCC2CCC(=O)N2Cc2ccccc2)c1 (stereo not given)
  -9	-1.4	10	0.7
33	COc1cccc(C(=O)N2CCN(C(=O)c3cc(OC)c(OC)c(OC)c3)CC2)c1
  3	-0.3	12	0.0
34	O=C(NCc1cccnc1)c1ccc(Cn2c(=S)[nH]c3cc4c(cc3c2=O)OCO4)cc1
  -15	-0.5	14	0.2
35	CCCC(C)NC(=O)c1ccc(NC(=O)CC)cc1 (stereo not given)
  5	1.1	16	0.9
36	O=C(Nc1cc(C(=O)N2CCCC2)ccc1N1CCCC1)c1ccccc1
  -4	3.0	-8	-0.2
37	CC(C)(C)n1c(O)c2ccc(C(=O)N=NC(=O)c3ccccc3)cc2c1O
  18	0.4	8	0.2
38	CC(C)N1C(=O)C(O)(CC(=O)c2ccccc2Br)c2ccccc21 (stereo not given)
  -1	2.9	1	-0.1
39	CCS(=O)(=O)Nc1ccc(-c2cn3c(C)csc3n2)cc1
  33*	1.9	0	-0.1
40	COc1ccc(NC(=O)c2cc3nc(-c4cccs4)cc(C(F)(F)F)n3n2)c(OC)c1
  -2	0.2	-16	0.0
41	CC1=C(C(=O)Nc2cc(C)ccn2)C(c2ccc(Cl)c([N+](=O)[O-])c2)C2=C(CCCC2=O)N1 (stereo not given)
  3	-1.2	6	0.0
42	C=CCN1C(=O)C(O)(CC(=O)c2ccc(Cl)s2)c2ccccc21 (stereo not given)
  -5	-1.2	-12	-0.1
43	CCc1ccc(-n2c(=S)sc3c(=O)n(-c4ccc(C)cc4)c(SCC(=O)NC4CCCCC4)nc32)cc1
  16	-0.9	2	0.1
44	COc1ccc2nc(N3C(=O)C(O)=C(C(=O)c4ccco4)C3c3ccc(O)cc3)sc2c1 (stereo not given)
  -6	0.0	3	-0.1
45	Cc1nn(-c2ccc3nnc(C)n3n2)c(C)c1CCC(=O)O
  8	-0.1	-5	-0.1
46	O=C(COC(=O)/C=C/c1cccc(F)c1)Nc1ncccn1
  1	1.2	3	-0.2
47	Cc1cc(C)n(C(=O)COc2ccc(Br)cc2)n1
  2	-0.6	-7	-0.2
48	CC(Oc1ccc(Br)cc1)C(=O)N1CCCCC1 (stereo not given)
  -9	-0.9	13	0.0
49	CCSc1nnc(NC(=O)c2cc(C)nc3ccc(C)cc23)s1
  -4	1.7	6	-0.1
50	COc1ccc2cc(CNc3ccccc3)c(=O)n(CC(=O)Nc3ccc(C)cc3)c2c1
  -24	2.3	4	0.0
51	Cc1ncc([N+](=O)[O-])n1S(=O)(=O)c1cccc2ccccc12
  5	-0.1	0	2.3*
52	CCc1ccc(OC)c(S(=O)(=O)Nc2ccc3c(c2)NC(=O)C(C)(C)CO3)c1
  16	1.2	6	-0.1
53	CSc1cccc(NC(=O)/C=C/c2ccccc2)c1
  -79	-0.5	-4	-0.2
54	Cc1csc(=Nc2ccc(Cl)cc2)n1CCCO
  -22	0.5	22	-0.4
55	COc1ccc(C2CC(c3cccs3)=NN2C(=O)CSc2nnc(CNC(=O)c3cccc(OC)c3)n2Cc2ccccc2)cc1 (stereo not given)
  7	1.0	6	0.0
56	CCc1ccc(NC(=O)C2=CC(c3ccc(OC)cc3)=NS(=O)(=O)N2C)cc1
  9	3.0	2	-0.1
57	Cc1ccc2nc(-c3ccc(NC(=O)CN(c4ccc(C)c(C)c4)S(=O)(=O)c4ccccc4)cc3)sc2c1
  16	-1.4	-1	-0.2
58	O=C(NC(Cc1ccccc1)C(=O)O)c1cccnc1Cl (stereo not given)
  -12	1.2	11	-0.1
59	CN(C)C(=O)N1CCN(S(=O)(=O)c2ccc3ccccc3c2)CC1
  -2	1.0	-1	-0.2
60	COCCCn1c(-c2ccc3c(c2)OCCO3)csc1=Nc1ccccc1
  2	-1.7	12	-0.3
61	O=C1C2C3C=CC(C4CC34)C2C(=O)N1/N=C/c1ccc(-c2ccc([N+](=O)[O-])cc2)o1 (stereo not given)
  11	-0.9	3	-0.1
62	CCSc1nnc(CSc2ncccn2)n1-c1ccccc1
  -1	4.9	-4	-0.2
63	CCN1CCN(C2=NC(=O)/C(=C/c3ccccc3)S2)CC1
  -5	-0.7	6	0.0
64	Cc1ccc(Br)cc1NCN1C(=O)c2ccccc2C1=O
  -19	1.9	4	-0.1
65	COc1ccc(NC(=O)NC(=O)CCl)cc1
  4	0.2	-5	-0.1
66	Cc1cccc2c1NC(C)(C)c1ssc(=Nc3cccc(Cl)c3C)c1-2
  0	1.0	16	0.5
67	Cc1ccc(OCCN(C)Cc2c(C(=O)N3CCCCC3)nc3sccn23)cc1
  -6	-0.7	0	-0.2
68	COc1ccccc1NC(=O)c1c(NC(=O)c2ccco2)sc2c1CCC(C(C)(C)C)C2 (stereo not given)
  -6	-1.1	-7	0.1
69	CCc1cc(CC)c(CO)c(CC)c1/C=N/O
  -20	0.6	-7	0.0
70	Cc1cc(NC(=O)C2=C(O)c3ccccc3S(=O)(=O)N2C)no1
  6	-1.1&4.0	-7&10	0.0&-0.1
71	COc1cc(NC(=O)[C@H]2CNC[C@@H]2c2ccccc2)ccc1-c1cn[nH]c1
  2	4.5	5	0.2
72	O=C(/C=C/c1cc(Br)cs1)Nc1ccccc1[N+](=O)[O-]
  -46	-0.2	21	0.2
73	CCC[C@@H]1NC(=O)[C@H]2CN(Cc3cccc(SC)c3)CCN2C1=O
  4	0.0	6	0.1
74	CCOc1ccc(NC(=O)C2CCCN2c2nnc(N3CCCC3=O)s2)cc1 (stereo not given)
  4	0.3	1	0.0
75	Nc1cc(SCCCc2ccccc2)cc([N+](=O)[O-])c1
  -16	-1.8	4	0.8
76	COc1cc([C@@H]2[C@H]3CN(C)CC=C3C(C#N)=C(N)C2(C#N)C#N)ccc1OC(C)C
  -5	-0.1	7	0.0
77	CCN(CC)S(=O)(=O)c1ccc(N/N=C/c2ccc(O)c(OC)c2)c([N+](=O)[O-])c1
  4	0.6	3	-0.1
78	CCOC(=O)C1=C(C)N=c2s/c(=C\c3cc4c(cc3Br)OCO4)c(=O)n2C1c1ccc(N(C)C)cc1 (stereo not given)
  2	0.8	2	0.1
79	CCOC(=O)c1cn(CC)c2ccc(S(=O)(=O)N3CCC(C)CC3)cc2c1=O
  -4	0.4	-1	-0.2
80	N#CC(/C(=N/S(=O)(=O)c1ccc(F)cc1)c1ccccc1)c1ccccn1 (stereo not given)
  -4	-0.8	22	0.2

Next section.
Every second line gives: TEAD-YAP inh	GPR151 ag	MITF primary	FBW7 activator
81	NS(=O)(=O)c1ccc(CNS(=O)(=O)c2cccc3nsnc23)cc1
  0	0.4	-7	0.1
82	CN(C)c1ccc(-c2ccc(OC3CCN(S(C)(=O)=O)CC3)cc2)cn1
  11	0.5	5	0.3
83	Cc1cc(C)c2c(c1)[C@@H]1C=CC[C@@H]1[C@H](c1ccc(C(=O)O)cc1)N2
  17	-1.4	8	-0.1
84	CC1CCc2c(sc(NC(=O)c3cc4nc(-c5ccco5)cc(C(F)(F)F)n4n3)c2C(N)=O)C1 (stereo not given)
  2	0.1	-9	-0.1
85	Nc1ccccc1SCC(=O)Nc1nc(-c2ccc(Cl)cc2)cs1
  -52	-0.6	6	-0.1
86	CC(=O)Nc1ccc(Cc2ccc(NC(C)=O)c(C#N)c2)cc1C#N
  -7	3.2	16	0.3
87	CCOC(=O)CNC(=O)Cn1nc(-c2ccc(F)cc2)ccc1=O
  5	-0.6	16	0.1

Compound activity deposited in PubChem by The Scripps Research Institute Molecular Screening Center.

Random draw from the library; any-hit rate near 3.4%.
